# LYP act – LYP phosphatase activators, primary screen, biochemical, DiFMUP fluorescence, 2 µM; recombinant LYP; 0 = plate median, 100 = signal doubled; activation, % at 2 µM; 96,000 compounds, 0.11% hits; AID 697, 2007;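 active = activation at 2 µM above a set limit, the mean plus 5 SD, cut at about 37% in these data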
# VCAM1 TNFa inh – inhibitors of TNFa-induced VCAM1 expression, primary screen, imaging, HUVEC, TNFa stimulus, immunofluorescence | AID 802, 2007 | inhibition, % at 2 µM | 95,000 compounds, 0.48% hits | HUVEC TNFa-induced VCAM-1 immunofluorescence, high-content imaging;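 active = inhibition above the batch mean plus 3 SD, with images confirmed as a hit by eye, cut at about 37% in these data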;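 note: 0% = TNF-stimulated DMSO wells and 100% = unstimulated control wells; not every result past the cut was called active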
# Pyk2 oligo antag – antagonists of Pyk2 self-association, primary screen, Q293 cells, FERM NanoBiT luminescence, HTS; Protein-tyrosine kinase 2-beta (Homo sapiens), Q14289; hits give low values; z-score (the deposit names both 25 µM and 10 µM); 99,000 compounds, 0.83% hits;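 active = Z-score of -3 or lower, scaled per plate to the spread of control and sample wells; inactive = z-score above -3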;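 note: negative z-score means lost luminescence so less FERM oligomerization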
# PTPN22 inh 2 – PTPN22 phosphatase inhibitors, primary screen, biochemical, DiFMUP fluorescence, 2 µM | Tyrosine-protein phosphatase non-receptor type 22 (Homo sapiens), Q9Y2R2 | recombinant LYP catalytic domain | inhibition, % at 2 µM | 96,000 compounds, 0.21% hits | AID 640, 2007;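 active = inhibition at 2 µM at or above a set limit, the screen mean plus 3 SD, cut at about 24% in these data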;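 note: 0% = DMSO with enzyme and 100% = enzyme fully blocked by orthovanadate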
# ERa SRC1 inh – ERα–SRC-1 coactivator interaction inhibitors, primary screen, biochemical, TR-FRET, ERα LBD, estradiol-bound; Estrogen receptor (Homo sapiens), P03372; TR-FRET ER-alpha LBD / SRC-1 peptide; inhibition, % at 25.6 µM; 86,000 compounds, 1.7% hits; AID 629, 2007; in the data active = inhibition above about 50%;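 note: 0% = receptor plus peptide control and 100% = peptide only without receptor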
# HUVEC tox TNFa – cytotoxicity in TNFa-stimulated HUVEC, primary screen, cytotoxicity control for VCAM1 expression modulator project, imaging, Hoechst nuclei count; HUVEC TNFalpha-stimulated, Hoechst cell count; 93,000 compounds, 0.17% hits; cell count reduction, % at 2 µM;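 active = cell count reduction exceeding the screen mean by over 5 SD, scaled to untreated wells per plate, cut at about 78% in these data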;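 note: cells counted after 24 h of TNF alpha exposure following the 1 h pretreatment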
# F-actin modifier – modifiers of F-actin cytoskeleton organization, primary screen, imaging, HUVEC, phalloidin staining, high-content imaging; HUVEC TNFa F-actin phalloidin imaging; inhibition, % at 2 µM; AID 836, 2007; 91,000 compounds, 0.18% hits;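 active = inhibition above the batch mean plus 3 SD and confirmed as a hit by visual image inspection, cut at about 30% in these data, passing the limit was not always enough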; note: strong numbers were not always called active
# IL1B cytotox – cytotoxicity in IL-1B stimulated HUVEC, primary screen, cytotoxicity control for IL-1B NFkB translocation project, imaging, Hoechst nuclear count, IL-1B stimulus. 94,000 compounds, 0.41% hits. cell count reduction, % at 2 µM. HUVEC cell count loss;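 active = cell count reduction more than 3 SD above the screen-wide mean, cut at about 70% in these data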;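 note: normalized per plate to untreated control cells as the no-loss baseline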
# FAK inh – FAK kinase inhibitors, primary screen, biochemical; Focal adhesion kinase 1 (Homo sapiens), Q05397; biochemical FAK kinase activity assay; inhibition, %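 (tested at 7 µM)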; 97,000 compounds, 0.84% hits; AID 727, 2007; in the data active = inhibition above about 19%;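 note: 0% = DMSO and 100% = reference compound high control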
# Target sequence (Q05397 whole entry, looked up): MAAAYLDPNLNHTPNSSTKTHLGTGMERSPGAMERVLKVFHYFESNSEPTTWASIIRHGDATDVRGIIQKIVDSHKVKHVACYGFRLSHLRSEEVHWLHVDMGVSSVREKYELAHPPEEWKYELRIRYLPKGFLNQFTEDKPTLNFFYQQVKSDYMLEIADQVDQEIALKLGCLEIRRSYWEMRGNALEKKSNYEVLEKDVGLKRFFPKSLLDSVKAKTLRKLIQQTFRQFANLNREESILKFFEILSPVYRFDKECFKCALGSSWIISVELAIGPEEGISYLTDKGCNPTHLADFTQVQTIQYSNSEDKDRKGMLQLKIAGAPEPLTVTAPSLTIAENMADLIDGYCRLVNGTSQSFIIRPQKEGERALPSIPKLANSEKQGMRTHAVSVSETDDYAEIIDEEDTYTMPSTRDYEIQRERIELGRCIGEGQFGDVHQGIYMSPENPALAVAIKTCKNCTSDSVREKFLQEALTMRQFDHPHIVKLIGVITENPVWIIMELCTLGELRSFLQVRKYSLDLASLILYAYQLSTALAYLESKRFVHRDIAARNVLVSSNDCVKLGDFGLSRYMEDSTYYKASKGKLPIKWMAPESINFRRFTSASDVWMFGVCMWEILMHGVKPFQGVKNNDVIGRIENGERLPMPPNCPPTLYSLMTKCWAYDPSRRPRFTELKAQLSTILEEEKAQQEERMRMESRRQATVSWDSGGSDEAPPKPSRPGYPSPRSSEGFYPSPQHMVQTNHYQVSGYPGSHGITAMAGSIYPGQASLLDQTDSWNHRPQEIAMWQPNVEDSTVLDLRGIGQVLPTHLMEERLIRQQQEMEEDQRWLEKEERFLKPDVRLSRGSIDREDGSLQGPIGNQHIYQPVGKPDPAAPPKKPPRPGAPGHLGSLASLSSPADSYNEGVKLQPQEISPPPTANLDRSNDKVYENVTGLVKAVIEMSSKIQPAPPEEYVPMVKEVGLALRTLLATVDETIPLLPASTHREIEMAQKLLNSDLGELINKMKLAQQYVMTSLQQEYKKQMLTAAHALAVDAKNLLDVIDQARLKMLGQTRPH
# Starred values were filed as active, the others as inactive; / = not tested or not shown; [ ] = dose if it differs, or a comment.
SMILES,LYP act,VCAM1 TNFa inh,Pyk2 oligo antag,PTPN22 inh 2,ERa SRC1 inh,HUVEC tox TNFa,F-actin modifier,IL1B cytotox,FAK inh
COCCCNC(=O)C1CC(=O)N(c2ccc(C)cc2)C1 (configuration not stated),0,-3,0.05,-3,6[fluorescence artefact?],-4,-26,11,2
COc1ccc(NC(=O)CSc2nnc(-c3ccc(C)cc3)n2N)cc1,-5,-5,0.34,3,-6,-19,-9,21,6
COc1ccc(CN(CC(=O)NCC2CCCO2)C(=O)CNS(=O)(=O)c2ccc(C)cc2)cc1 (configuration not stated),8,-21,0.76,-10,6,-34,-1,-11,-6
COc1ccc(CC(=O)OCN2C(=O)c3ccccc3C2=O)cc1,2,-6,1.4,-4,9[fluorescence artefact?],-26,9,-18,0
CCOC(=O)C1CCCN(Cc2cc(Br)c(OC)cc2OC)C1 (configuration not stated),-4,8,-0.67,6,14,-14,1,84*,-4
CCCCC(=O)Nc1cccc(-c2nn3c(C)nnc3s2)c1,-1,-6,0.43,0,2,-5,18,-45,1
CC1CCN(c2c(NCC3CCC(C(=O)N4CCc5ccccc5C4)CC3)c(=O)c2=O)CC1 (configuration not stated),8,4,/,-12,/,-16,10,3,2
CCS(=O)(=O)NCCCCc1ccccc1,-2,6,-1,1,0,-16,3,-4,2
O=C(NNC1=NCCC1)c1cccc(Br)c1,3,1,1.6,-4,7,13,-2,-10,-4
Cc1cccc(C(=O)NCCN(C)C)c1,-5,-1,0.77,4,5,-4,10,-29,0
Nc1nc(CSc2nnnn2-c2ccccc2)nc(N2CCCc3ccccc32)n1,-13,-5,-4*,15,-23,-9,9,-12,1
CC12CN(C(=O)c3ccccc3)C3(C#N)CC1CCC23C (configuration not stated),1,14,0.54,3,1,-12,9,0,2
Cc1cc(C)nc(SC2=CS(=O)(=O)c3ccccc32)n1,0,38,-0.89,-6,13,-5,-1,-33,-1
CCOC(=O)N1CCC(NC(=O)C2CCCN(S(=O)(=O)c3ccc4c(c3)oc(=O)n4C)C2)CC1 (configuration not stated),5,8,0.75,-2,9[fluorescence artefact?],-4,/,7,-2
CCN(CC)C(=O)c1sc(NC(=O)Cc2cccs2)c(C#N)c1C,-8,2,1.2,7,2,-44,2,-10,0
O=C(COC(=O)C1CCC1)Nc1ccc(Oc2ccccc2)cc1,8,3,0.94,-8,/,-32,7,8,3
Cc1cc(Nc2ccccc2)nc(-c2ccccc2O)n1,2,-10,-1.4,-6,/,-2,-10,-34,14
CCCCn1c(SCC(=O)Nc2cc(C)on2)nc2c1c(=O)n(C)c(=O)n2C,3,-7,0.18,-6,4,-26,-18,-44,2
Cc1ccc2cc(C#N)c(NCCNC(=O)C3CC3)nc2c1C,-1,9,-0.15,-2,0,-15,6,-21,-1
O=C1NCCCN1Cc1ccc(F)cc1Cl,-8,/,0.18,6,/,/,/,-12,-1
Cc1oc2c(c1C(=O)Nc1cccc(C(=O)O)c1)CCCC2,0,4,-0.39,1,3,-17,1,8,-1
COC1Cc2ccccc2N(C(=O)N2CCN(CCO)CC2)c2ccccc21 (configuration not stated),2,-10,2.1,-4,/,-16,25,-4,-1
Cc1nn(C)c(C)c1/C=N/N=C1\CCC2C3CCc4cc(O)ccc4C3CCC12C (configuration not stated),6,-7,-0.54,-9,/,-6,2,20,3
Cc1nnc(SCC(=O)NCc2ccco2)n1-c1ccc(F)cc1,23,-6,0.55,-24,-1,-14,2,-25,-4
Cc1ccc(C)c(NC(=O)C(C)CC2COCCO2)c1 (configuration not stated),-6,7,1.8,11,/,-8,-19,/,-6
COC(=O)[C@H](Cc1ccccc1)NC(=O)Nc1ccc(C)cc1,11,12,0.71,-7,-5,-2,-10,5,1
CCC(C(=O)OCC(=O)Nc1c(C)n(C)n(-c2ccccc2)c1=O)c1ccccc1 (configuration not stated),6,30,-0.17,-11,-5,-2,0,0,1
COc1ccc(OC)c(N/C(C)=C/C(=O)c2ccc(C)o2)c1,6,14,0.09,-6,1[fluorescence artefact?],4,-2,-25,0
COc1cc2c(cc1NC(=O)CC1SC(N3CCCC3)=NC1=O)oc1ccccc12 (configuration not stated),-1,-9,-1.5,-2,35[fluorescence artefact?],-12,32,-4,10
CCOc1cc(CNc2ccc(N(C)C)cc2)cc(Br)c1OCC(=O)NC(C)(C)C,-19,6,0.36,21,/,-15,-2,-8,5
O=C(Cc1cccc2ccccc12)OCn1nnc2ccccc2c1=O,2,-7,/,-2,0,6,8,13,-4
CSC(=NC#N)N1CCN(c2cccc(Cl)c2)CC1,3,9,0.53,0,/,-13,-5,5,1
CCOc1ccc(S(=O)(=O)Nc2ccccc2SC)c2cccnc12,0,-11,-0.39,-2,11,-6,/,-57,20*
COc1ccccc1-n1c(SCC(=O)Nc2ccccc2C)nc(O)cc1=O,-8,-2,-0.19,4,0,-8,-9,-27,-1
O=c1c2ccccc2ncn1-c1ccc2c(c1)OCCO2,2,-33,0.31,-4,/,-45,-10,6,0
Cc1oc(C(C)(C)C)cc1C(=O)NCC(=O)NCC(=O)O,3,0,-0.48,-5,-11,-46,-5,-49,-10
COc1cc2c(cc1O)C(SC)=NC(C)(C)C2,-1,-4,-0.37,-3,/,-6,-8,-38,1
Cc1oc(CC(C)C)cc1C(=O)Nc1cccc2ccccc12,3,8,-1.3,-6,9,-21,9,-2,5
CCCCC(=O)c1c(C)cc(C)[nH]c1=O,-5,12,-0.82,1,2[fluorescence artefact?],-4,-9,/,3
CN(C)CCCN1C(=O)C(=O)/C(=C(/O)c2ccc3c(c2)OCO3)C1c1ccccn1 (configuration not stated),-8,8,/,6,-2,-16,-5,-2,-3
NC(=O)c1ccc(C(F)(F)F)n(Cc2ccccc2Cl)c1=O,8,18,-1.1,-5,/,-25,-14,16,8
Cc1cc(=O)oc(C)c1C(=O)NCCc1ccccc1,-5,-5,1.1,4,-8,1,-26,-186,-4
CCCC(=O)N1c2ccc(-c3csc(N)n3)cc2CC1C (configuration not stated),3,/,0.04,-4,-6,/,18,4,0
CCOC(=O)c1c(NC(=O)COC(=O)c2c(C)noc2C)sc2c1CCC2,-2,-9,0.58,6,15[fluorescence artefact?],1,-5,3,5
O=C(O)c1cnn2c(C(F)F)cc(C(F)F)nc12,-3,-9,-1.1,4,9,-19,-4,-6,-2
COc1cc(C)ccc1OCCCCN1CC(C)OC(C)C1 (configuration not stated),0,-3,-0.45,1,-3,-34,/,-14,0
CC(=O)N1c2ccccc2NC(=O)C1(C)C,3,1,-0.19,-3,-15,-30,10,-107,1
CC1CC(C)CN(C(=O)c2ccccc2Nc2ccc(SC(F)F)cc2)C1 (configuration not stated),-4,-6,-1.4,9,-1,-2,33,4,5
Cc1ccccc1N1C(=O)C2ON(c3ccccc3)C(c3cccnc3)C2C1=O (configuration not stated),-7,3,1.3,6,11,-17,-35,21,-4
O=C(Nc1ccc(Cl)cc1)Nc1ccccc1C(=O)NCc1ccco1,7,10,-1.3,-5,-15,-8,0,24,0
# Other records
SMILES,LYP act,VCAM1 TNFa inh,Pyk2 oligo antag,PTPN22 inh 2,ERa SRC1 inh,HUVEC tox TNFa,F-actin modifier,IL1B cytotox,FAK inh
CC(C)NC(=O)c1ccccc1NC(=O)c1ccccc1N(C)S(C)(=O)=O,3,-13,1.6,-1,-9,-20,-9,-4,2
CCN(CC)c1ccc(NC(=O)CN2CCN(S(=O)(=O)c3cc(Cl)ccc3OC)CC2)cc1,4,-8,-0.93,-4,-10,-25,12,/,2
CCOC(=O)N1CCN(Cc2nc(-c3ccc(C)cc3)no2)CC1,0,4,0.82,-3,9,-18,9,-38,-3
COc1ccccc1C(OC(=O)c1ccco1)C(=O)NC(C)(C)C (configuration not stated),-8,/,0.1,7,-7,/,15,9,8
COC(=O)COn1c(-n2nc(C)cc2C)nc2ccccc2c1=O,2,24,-0.83,2,-3,-15,17,-18,1
COc1cccc(/C=N/NC(=O)c2c(-c3ccccc3)noc2C)c1,7,6,-0.51,-4,/,0,5,-56,1
O=C(NC(N1CCCC1)C(Cl)(Cl)Cl)c1ccccc1 (configuration not stated),0,18,0.6,5,/,-4,-14,/,3
COc1cccc(N2CCN(C3CC(=O)N(c4ccc(F)c(Cl)c4)C3=O)CC2)c1 (configuration not stated),29,-1,0.94,-32,-18,1,-3,88*,1
c1ccc(-n2nnnc2-c2cnc(-c3cccnc3)nc2-c2cccs2)cc1,2,11,-1.9,-3,2[fluorescence artefact?],0,-10,32,1
CCOC(=O)Cn1c(=O)oc2cc(S(=O)(=O)Nc3cc(Cl)ccc3OC)ccc21,3,15,/,-4,1,-27,3,5,-6
Cc1c(NC(=O)c2cnn3cccnc23)c(=O)n(-c2ccccc2)n1C,11,10,1.6,-12,-9,4,10,9,0
O=C(CSc1ncnc2c1nnn2-c1ccc(F)cc1)NCC1CCCO1 (configuration not stated),4,14,-0.22,-4,6[fluorescence artefact?],-3,-6,-6,-13
CCN(CC)CCNC(=O)c1ccc2c(c1)ncn2C1CCCCC1,-2,-9,0.29,2,-10,-17,13,-2,3
CCC(c1nnnn1Cc1ccccc1)N(Cc1ccco1)Cc1cc2cc(OC)ccc2[nH]c1=O (configuration not stated),5,11,-0.39,-4,6,-4,12,-19,-1
CCn1cc(C(=O)NCc2ccco2)c2cc(OC)c(OC)cc2c1=O,8,-48,1.1,-13,/,-15,-2,-62,-7
Cn1cc(CN2CCN(c3ccccc3)CC2)c2ccccc21,4,-6,-0.47,-6,-6,16,-54,-13,-2
COc1ccc(C(=O)N2CCC(N3CCN(c4ccccc4)CC3)CC2)cc1,-3,0,-0.15,5,-5,-8,17,-6,-2
C/C(=N/NC(=O)c1cccs1)c1ccc(NC(=O)COc2ccc(Cl)cc2Cl)cc1,13,18,2.2,-7,/,14,-59,/,-1
CCN(C(=O)COC(=O)c1cnc(C)cn1)C1CCCCC1,-1,-1,0.87,5,-5[fluorescence artefact?],-22,2,-11,-3
O=S(=O)(c1cccc(-c2nnc(SCc3nc4ccccc4s3)o2)c1)N1CCOCC1,14,33,-1.3,-10,-7[fluorescence artefact?],-8,-17,-7,-4

# Complete entries, quoted from the list. Order of screens: LYP act, VCAM1 TNFa inh, Pyk2 oligo antag, PTPN22 inh 2, ERa SRC1 inh, HUVEC tox TNFa, F-actin modifier, IL1B cytotox, FAK inh
# `O=C(CSc1ncnc2c1nnn2-c1ccc(F)cc1)NCC1CCCO1` (configuration not stated) is listed as 4, 14, -0.22, -4, 6[fluorescence artefact?], -3, -6, -6, -13
# `CCC(c1nnnn1Cc1ccccc1)N(Cc1ccco1)Cc1cc2cc(OC)ccc2[nH]c1=O` (configuration not stated) is listed as 5, 11, -0.39, -4, 6, -4, 12, -19, -1
# `C/C(=N/NC(=O)c1cccs1)c1ccc(NC(=O)COc2ccc(Cl)cc2Cl)cc1` is listed as 13, 18, 2.2, -7, /, 14, -59, /, -1

# (next part)
SMILES,LYP act,VCAM1 TNFa inh,Pyk2 oligo antag,PTPN22 inh 2,ERa SRC1 inh,HUVEC tox TNFa,F-actin modifier,IL1B cytotox,FAK inh
c1coc(-c2nc3c4c5c(sc4ncn3n2)CCCC5)c1,-4,8,-0.54,8,1[fluorescence artefact?],-9,0,-22,1
O=C(Nc1ccc2oc(-c3ccc(Cl)c(Cl)c3)nc2c1)c1ncn[nH]1,-40,-6,1.2,40*,/,-6,5,-14,2
Cc1cc(OC(=O)c2ccccc2Br)cc(=O)n1C,-3,18,-1.7,5,/,-10,4,-14,-3
COc1ccc(NC(=O)CNS(=O)(=O)c2cccs2)c(OC)c1,-7,-11,0.25,10,4[fluorescence artefact?],-19,/,-8,-1

# Screens from PubChem BioAssay.
